N370S GC mod = inhibitors or activators of N370S glucocerebrosidase for Gaucher disease. P04062. N370S GC spleen homogenate, 4MU-glucoside fluorescence. Potency, µM (highest dose often 59.4 µM), inactives show top-dose activity change, negative = inhibition, most hits filed as inhibitors. 330,000 compounds, 0.092% hits. AID 2101;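 further: 0% = full enzyme activity and -100% = no enzyme basal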
FEN1 inhibitor = blocks human flap endonuclease 1 | P39748 | Recombinant FEN1 flap cleavage, fluorescence, 15 min | Potency, µM (titrated, usually from 114 µM), for the others: top-dose activity change, negative = inhibition, most hits filed as inhibitors | 390,000 compounds, 0.35% hits | AID 588795; further: nearly all actives have a fitted effect of over 65% in size
Target sequence (P39748 whole entry, looked up): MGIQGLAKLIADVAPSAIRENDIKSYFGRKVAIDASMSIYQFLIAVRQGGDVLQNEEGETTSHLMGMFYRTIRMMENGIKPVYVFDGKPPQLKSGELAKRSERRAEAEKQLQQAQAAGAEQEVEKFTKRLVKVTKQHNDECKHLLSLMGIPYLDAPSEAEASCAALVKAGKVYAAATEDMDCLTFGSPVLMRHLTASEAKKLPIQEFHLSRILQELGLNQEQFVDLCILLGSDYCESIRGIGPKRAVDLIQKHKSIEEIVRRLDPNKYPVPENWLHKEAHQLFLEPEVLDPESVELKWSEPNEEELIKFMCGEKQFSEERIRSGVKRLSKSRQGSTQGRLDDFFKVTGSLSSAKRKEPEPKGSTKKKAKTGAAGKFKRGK
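Reaction started by adding substrate (50 nM final) to 10 nM enzyme after 15 min room-temperature compound preincubation. Reads at 0 and 15 min, with data normalized and fitted to a four-parameter Hill equation.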
KAT2A inh = blocks human GCN5L2 histone acetyltransferase. Potency, µM (series often up to 58.9 µM), for inactives: top-dose activity change, negative = inhibition, hits mostly inhibitors. GCN5L2 HAT assay, ThioGlo1 CoA-SH fluorescence. Q92830. 390,000 compounds, 0.21% hits
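Preincubate 20nM GCN5L2 with compound 15 min, RT → add 50uM ThioGlo1 + 75uM H3(1-25) + 70uM acetyl-CoA → read fluorescence 0 and 20 min. Primary qHTS; fluorescent artifacts likely.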
Active calls of the source: *; u = inconclusive; x = not tested or not shown; & = joins results of further samples. The call rests on the fitted dose curve; in most records, active means well fitted curve in the direction sought with a large enough effect; inconclusive means small, poorly fitted or top-dose-only effect, or another doubt; inactive means no such curve, though single readings can be large; an effect the other way counts as inactive or inconclusive. Unless noted, on the % scale 0 is the no-effect control and ±100 the full control effect; potency means the concentration at half of the fitted maximal effect.

SMILES	N370S GC mod	FEN1 inhibitor	KAT2A inh
O=C(Cc1cccc2ccccc12)Nc1ccc(OC(F)F)c(Cl)c1	4%	-18%	-10%
COc1cc(CN(C(=O)c2ccco2)c2ccc(C)cc2)ccc1O	1%	4%	-9%
COc1cc(OC)c2c(-c3cccc(-c4ccc(NC(C)=O)cc4)c3)cc(=O)oc2c1	2%	-23%	-11%&-11%
Cc1ccc(C(=O)c2oc3ccccc3c2NC(=O)c2nc(S(C)(=O)=O)ncc2Cl)cc1F	x	-2%	-10%
CCC1CCCCN1Cc1cc(OC)c(O)c([N+](=O)[O-])c1 (stereo not drawn)	-3%	-5%	24%
Cc1ccccc1C(=O)NC(=S)NCc1cccnc1	6%	0%	-9%
Cc1ccc(C)c(N2CCN(C(=O)c3c(C)oc4nc(C)nc(N5CCOCC5)c34)CC2)c1	x	4%	1%
COc1ccccc1CNc1ncccc1[N+](=O)[O-]	3%	-20%	0%
O=c1[nH]c(=O)n(Cc2ccccc2)c2nc(-c3ccc(Oc4ccc(F)cc4)c([N+](=O)[O-])c3)n(CCO)c12	4%	-19%	-10%
CC(=O)Nc1ccc(S(=O)(=O)N(C)CC(=O)OCC(=O)N(C)C2CCS(=O)(=O)C2)cc1 (stereo not drawn)	-10%	8%	-1%
CC(C)c1c(O)nc(SCCC(=O)O)[nH]c1=O	-14%	-13%	-1%
O=Cc1c(Sc2ccccn2)nc2ccccn2c1=O	-23%	15%	-5%
COCCNC(=O)Cn1cc(/C=C(\C#N)C(=O)NC2CCCC2)c2ccccc21	u	1%	-29%
Cc1cccc(C(=O)NCC(=O)OCC(=O)N2CCN(S(=O)(=O)c3ccc(C)cc3C)CC2)c1	x	-17%	1%
O=S(=O)(c1ccc2[nH]c3c(c2c1)CCCCC3)N1CCN(c2ccccc2)CC1	x	-4%	2%
Cc1cc(NC(=O)CSc2cc(C)c3ccccc3n2)no1	x	-13%	-4%
CCc1ccc(NC(=O)c2ccc(OC)c([N+](=O)[O-])c2)cc1	18%	-12%	-12%
Cc1ccc2nc(-c3c[nH]c4ccccc34)c(Nc3ccc(F)cc3)n2c1	x	9%	-20%
C=CCSc1nnc(N2C(=O)C(O)=C(C(=O)c3ccco3)C2c2ccc(F)cc2)s1 (stereo not drawn)	-3%	-14%	-10%
CCCCCn1c(SCC#N)nc2cc(C(=O)NCC3CCCO3)ccc2c1=O (stereo not drawn)	20%	-2%	-11%
O=C1NN(c2ccccc2)C(=O)/C1=C\c1ccc(-c2cc([N+](=O)[O-])ccc2O)o1	-27%	u	-16%
C=CCn1c(SCC(=O)Nc2ccc(F)cc2)nc2cc(C(=O)O)ccc2c1=O	6%	3%	-3%
Cc1cc(Cl)c(OCCCNCc2ccccc2)c(Br)c1	-7%	2%	-3%
Cc1ccccc1NC1=NS(=O)(=O)c2ccccc21	21%	-2%	-1%
Cc1ccccc1CSc1nc2c(sc3ccccc32)c(=O)n1CCCC(=O)NCCCOC(C)C	x	13%	-7%

17 compounds from above, arranged by molecular weight, rising.
SMILES	N370S GC mod	FEN1 inhibitor	KAT2A inh
CC(C)c1c(O)nc(SCCC(=O)O)[nH]c1=O	-14%	-13%	-1%
COc1ccccc1CNc1ncccc1[N+](=O)[O-]	3%	-20%	0%
Cc1ccccc1NC1=NS(=O)(=O)c2ccccc21	21%	-2%	-1%
Cc1ccccc1C(=O)NC(=S)NCc1cccnc1	6%	0%	-9%
CCC1CCCCN1Cc1cc(OC)c(O)c([N+](=O)[O-])c1 (stereo not drawn)	-3%	-5%	24%
Cc1cc(NC(=O)CSc2cc(C)c3ccccc3n2)no1	x	-13%	-4%
O=C1NN(c2ccccc2)C(=O)/C1=C\c1ccc(-c2cc([N+](=O)[O-])ccc2O)o1	-27%	u	-16%
COCCNC(=O)Cn1cc(/C=C(\C#N)C(=O)NC2CCCC2)c2ccccc21	u	1%	-29%
O=S(=O)(c1ccc2[nH]c3c(c2c1)CCCCC3)N1CCN(c2ccccc2)CC1	x	-4%	2%
C=CCn1c(SCC(=O)Nc2ccc(F)cc2)nc2cc(C(=O)O)ccc2c1=O	6%	3%	-3%
CCCCCn1c(SCC#N)nc2cc(C(=O)NCC3CCCO3)ccc2c1=O (stereo not drawn)	20%	-2%	-11%
C=CCSc1nnc(N2C(=O)C(O)=C(C(=O)c3ccco3)C2c2ccc(F)cc2)s1 (stereo not drawn)	-3%	-14%	-10%
Cc1ccc(C)c(N2CCN(C(=O)c3c(C)oc4nc(C)nc(N5CCOCC5)c34)CC2)c1	x	4%	1%
CC(=O)Nc1ccc(S(=O)(=O)N(C)CC(=O)OCC(=O)N(C)C2CCS(=O)(=O)C2)cc1 (stereo not drawn)	-10%	8%	-1%
Cc1ccc(C(=O)c2oc3ccccc3c2NC(=O)c2nc(S(C)(=O)=O)ncc2Cl)cc1F	x	-2%	-10%
O=c1[nH]c(=O)n(Cc2ccccc2)c2nc(-c3ccc(Oc4ccc(F)cc4)c([N+](=O)[O-])c3)n(CCO)c12	4%	-19%	-10%
Cc1ccccc1CSc1nc2c(sc3ccccc32)c(=O)n1CCCC(=O)NCCCOC(C)C	x	13%	-7%

(more compounds)
SMILES	N370S GC mod	FEN1 inhibitor	KAT2A inh
Cc1ccc(C)c(N=Nc2ccc(O)c3ncccc23)c1	6%	-12%	-3%
O=c1oc2c(CN3CCOCC3)c(O)ccc2c2c1CCCC2	u	2%	u
COc1cc(CC(=O)NCC2COc3ccccc3O2)cc(OC)c1OC (stereo not drawn)	-6%	2%	0%
CCOc1ccc(Br)cc1S(=O)(=O)N1CCCN(C)CC1	-6%	8%	0%
COc1ccc(CN2CCN(Cc3cn(C)nc3-c3ccccc3)CC2CCO)c(C)c1C (stereo not drawn)	23%	-3%	-7%
Cc1cccc(C(=O)Nc2nnc(SCC(=O)Nc3ccc4c(c3)oc3ccccc34)s2)c1	19%	-4%	-17%
CCOC(=O)C1CCN(CCC(=O)Nc2ccc(OC)cc2)CC1	x	-8%	12%
O=C(CSc1ncccn1)N/N=C/c1ccc(OC2CSC2)cc1	4%	-6%	1%
Cc1ccc(NC(CC(=O)c2ccccc2)c2ccc(F)cc2)cc1 (stereo not drawn)	12%	-17%	-5%
CC1CC(=O)N(c2ccc(NCCc3ccccc3)c([N+](=O)[O-])c2)C1=O (stereo not drawn)	-1%	3%	-2%
CCC(Sc1nnc(C)n2c1cc1occc12)C(=O)Nc1ccccc1OC (stereo not drawn)	x	-6%	-7%
CCOC(=O)c1ccc(NC2=CC(=O)CC(c3ccco3)C2)cc1 (stereo not drawn)	8%	-2%	-3%
COc1cc(CNC2CCC(C)C2)cc(OC)c1 (stereo not drawn)	-2%	1%	0%
Cc1c(Cl)cccc1NC(=S)NCc1ccco1	1%	-6%	3%
CCN(CC)C(=O)CSc1nnc(-c2ccncc2)n1N	-16%	-8%	-2%
Cc1nc2ccccc2c(C)c1CC(=O)N(CC(C)C)c1c(N)n(Cc2ccccc2)c(=O)[nH]c1=O	-13%	0%	-8%
O=C(CN1C(=O)c2ccccc2C1=O)Nc1cccc([N+](=O)[O-])c1	-11%	-3%	-2%
O=C(NCCc1ccccc1)C(=O)c1cn(CC(=O)N2CCCC2)c2ccccc12	0%	-5%	-5%
COC(=O)Cc1ccc(NC(=S)N2CCN(C(=O)C3CCCO3)CC2)cc1 (stereo not drawn)	0%	-5%	-1%
N#CC1=C(N)Oc2c(ccc3cccnc23)C1c1ccncc1 (stereo not drawn)	-3%	u	-6%
Cc1o[nH]c(=O)c1CCC(N)C(=O)O (stereo not drawn)	-14%	x	-16%
Cc1oc(C(N)=O)cc1COc1ccc(C(N)=O)cc1	1%	6%	0%
O=C(O)C1C2CCC(C2)C1C(=O)Nc1nc2ccccc2s1 (stereo not drawn)	1%	-5%	5%
Cc1ccc(S(=O)(=O)N2CCN(CCNC(=O)C(=O)NCc3ccccc3)CC2)cc1	-1%	-4%	-6%
O=C(NC(O)C(=O)c1ccc(F)cc1)c1ccc(F)cc1 (stereo not drawn)	-21%	5%	1%
(listing goes on)
SMILES	N370S GC mod	FEN1 inhibitor	KAT2A inh
CC(=O)Nc1ccc(SC[C@H](Cc2ccccc2)N2CC[C@@H](O)CCC2=O)cc1	x	19%	5%
CC1(C)Cc2c(c(N3CCOCC3)nc3snc(Br)c23)CO1	4%	-1%	-3%
Cc1cccc(NC(=O)Cn2ncc3c4ccccc4n(Cc4ccccc4)c3c2=O)c1C	x	-7%	3%
Cc1cc2c(c(SCC(N)=O)n1)C(=O)OC2	-13%	-8%	-3%
Cc1nnc(SCC(=O)NC2CCCC2)s1	11%	2%	-4%
O=C(NCCc1ccc(F)cc1)Nc1ccccc1	-7%	28%	-1%
COC(=O)c1c(-c2c(Cl)cccc2Cl)noc1NC(=O)NN1CCCCC1	29%	-3%	-7%
COc1ccc(-n2nnc(-c3nc(-c4ccccc4C)no3)c2N)cc1Cl	x	12%	-9%
O=C(NC1CC1)c1cc2c(s1)-c1ccccc1OC2	u	12%	u
CCCC[n+]1ccn(-c2nc3ccccc3nc2[N-]S(=O)(=O)c2ccc(Cl)cc2)c1	11%	1%	-7%
C#CCOCCOCCOCCNc1nc(N2CCN(C(=O)Cn3cc(CCCN=C(N)N)nn3)CC2)nc(N2CCN(C(=O)[C@H]([C@@H](C)CC)n3cc(CCCN=C(N)N)nn3)CC2)n1	-9%	x	-3%
O=C(NCc1ccc2c(c1)OCO2)c1cc2ccccc2o1	3%	-2%	2%
COc1ccc(CCN(Cc2nc3ccccc3c(=O)[nH]2)C(=O)C2CC2)cc1	6%	4%	-3%
Cc1cc(=O)oc2cc(OCC(=O)Nc3ccc(F)cc3F)ccc12	3%	1%	-4%
O=C(C(=O)N1CCOCC1)c1cn(CC(=O)N2CCc3ccccc3C2)c2ccccc12	23%	4%	2%
Cc1cccc(C)c1-n1ncc(C(=O)Nc2ccc3c(c2)OCO3)c1C1CCN(C(=O)OC(C)(C)C)CC1	x	-20%	-8%
Cc1ccc(C(=O)N2CCC3(CC2)NCCc2[nH]cnc23)cc1C	-5%	-10%	-2%
O=C(NCc1ccccc1)c1ccc[n+]([O-])c1	-9%	-13%	-2%
Cc1ccc(NS(=O)(=O)c2c(C(=O)N3CCCC3)c(C)n(C)c2C)cc1	3%	-12%	-2%
CCC(C)S(=O)(=O)c1oc(-c2cccs2)nc1S(=O)(=O)c1ccccc1 (stereo not drawn)	x	2%	-18%
CC(C)C(NC(=O)c1c(F)cccc1F)C(=O)NCc1ccc(S(=O)(=O)N2CCOCC2)cc1 (stereo not drawn)	x	-6%	4%
O=C(Nc1nccs1)C1C2CC3OC(=O)C1C3C2 (stereo not drawn)	4%	-1%	0%
Cc1ccc(S(=O)(=O)NCC(c2ccc(N(C)C)cc2)N2CCCC2)cc1 (stereo not drawn)	x	-1%	27%
Oc1[nH]c2ccc(Br)cc2c1N=Nc1ccc(C(F)(F)F)cn1	1%	-11%	-11%
O=C(NNC(=O)c1nn(-c2ccc(F)cc2)ccc1=O)c1ccc(C(F)(F)F)cc1	0%	2%	2%
Additional entries follow:
SMILES	N370S GC mod	FEN1 inhibitor	KAT2A inh
Cc1ccc(C)c(N2CCN(C(=O)c3ccc(-c4nc(COc5ccccc5)c(C)o4)cc3)CC2)c1	x	-1%	-6%
COc1ccc(NCc2nc3ccccc3n2C)cc1	-4%	3%	-12%
Cc1cccc(-c2nnc(NC(=O)c3ccc(Cl)cc3)o2)c1	3%	-1%	-3%
COc1ccc(Oc2ncc3nc(-c4ccc(Cl)cc4)c(=O)n(C)c3n2)cc1	-10%	x	13%
CCN(CC)S(=O)(=O)c1ccc(C)c(C(=O)Oc2cccc(-c3cnc4ccccc4n3)c2)c1	0%	-22%	-11%
COc1cccc(C(=O)Nc2ccccc2C(=O)OCc2cc(=O)n3c4c(sc3n2)CCCC4)c1	x	5%	-5%
Cc1ccc(CN2C(=O)NC(Cc3c[nH]c4ccccc34)C2=O)cc1 (stereo not drawn)	3%	9%	-2%
CCN(Cc1cccs1)C(=O)CN1CCN(S(=O)(=O)c2ccc3c(c2)OCCCO3)CC1	1%	-6%	1%
COc1cccc(C2=NOC(C(=O)NCCN3CCOCC3)C2)c1 (stereo not drawn)	4%	-1%	u
O=C(/C=C/c1ccc(Cl)cc1Cl)Nc1cccc(S(=O)(=O)NC2=NCCC2)c1	2%	u	-18%
O=C(OCC(=O)c1ccco1)c1ccc2ncsc2c1	0%	-9%	-3%
COc1cc(CCC(=O)OCC(=O)Nc2ccccc2F)cc(OC)c1OC	-4%	-3%	1%
Cc1ccc(-n2nc3c(c2NC(=O)c2ccco2)CS(=O)C3)c(C)c1 (stereo not drawn)	-14%	-2%	2%
CCC(=O)N1CCc2cc(Br)cc(S(=O)(=O)Nc3ccccc3C(=O)OC)c21	x	11%	-4%

Some of the compounds tested; the hit share may differ from the screen's.
